# NTR1 agonist = NTR1-driven beta-arrestin-GFP spot formation – imaging, U2OS cells, high content, primary screen (AID 493036) | activation, % at 20 µM | agonist mode | 330,000 tested, 0.17% active | P30989;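 active means activation at or above 40% of the spot to cytoplasm intensity ratio, with at least 20 cells analyzed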;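 further: 0% = DMSO without peptide and 100% = 100 nM NTR1 peptide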
# Target sequence (P30989 whole entry, looked up): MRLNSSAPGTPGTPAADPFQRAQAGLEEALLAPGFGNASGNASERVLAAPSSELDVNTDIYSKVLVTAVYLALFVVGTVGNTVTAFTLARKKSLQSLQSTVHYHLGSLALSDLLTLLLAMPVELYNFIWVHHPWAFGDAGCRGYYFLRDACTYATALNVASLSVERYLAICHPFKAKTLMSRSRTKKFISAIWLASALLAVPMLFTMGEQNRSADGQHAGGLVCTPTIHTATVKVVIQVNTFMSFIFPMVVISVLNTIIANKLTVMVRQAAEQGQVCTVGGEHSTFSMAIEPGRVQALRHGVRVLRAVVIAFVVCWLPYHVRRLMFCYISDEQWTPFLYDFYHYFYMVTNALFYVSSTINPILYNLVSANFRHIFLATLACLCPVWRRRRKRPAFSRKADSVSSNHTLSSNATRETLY
# GPR55 antagonists = inhibition of LPI-stimulated GPR55 beta-arrestin translocation – imaging, U2OS, beta-arrestin-GFP, LPI agonist, primary screen (AID 2013) | inhibition, % at 10 µM, or IC50 in µM where a hit was titrated | 290,000 tested, 0.13% active | U2OS GPR55 beta-arrestin-GFP translocation imaging, LPI antagonism; higher % means a stronger effect;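 active means spots per cell inhibited over 60%, with over 100 cells counted and total cytoplasm intensity under 500,000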;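 further: U2OS cells stably carrying GPR55 and arrestin-GFP stimulated by 5 µM LPI near EC80; imaged beta-arrestin-GFP aggregate spots per cell after agonist stimulation; plate controls were LPI-stimulated DMSO wells for no effect and DMSO wells without LPI for full effect; some results filed as inactive read as strong as hits; confirmed hits need IC50 under 10 µM and bright autofluorescent wells are also inconclusive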
# NOD1 inhibition = inhibition of NOD1-driven NF-kB reporter – cell-based, luminescence, uHTS, primary screen (AID 1578); NOD1-driven NF-kB luciferase reporter cells, luminescence; higher % means a stronger effect; inhibition, % at 4 µM; hits with a dose series show EC50 in µM; 290,000 tested, 1% active; in the data active means inhibition mostly above about 36%, no sharp cut-off; inactive means mostly below about 34%;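 further: HEK-293T reporter cells stimulated with the NOD1 agonist gamma-tri-DAP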
# Rac1 GTP hydrolysis = MgcRacGAP GTPase-activating activity inhibitors, confirmation, biochemical, ADP Hunter fluorescence; MgcRacGAP-stimulated Rac1 GTP hydrolysis, ADP Hunter fluorescence; higher % means a stronger effect; GST-tagged Rac1 F28L mutant substrate; one-dose inhibition, % at 30 µM; IC50 in µM for titrated hits; 340,000 tested, 0.6% active; AID 624330;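 active means first-screen hits whose inhibition reached a set limit at any dose in the follow-up dose series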;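 further: fluorescence reports GDP produced by GAP-driven GTP hydrolysis; strong numbers were not always called active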
# KOR beta-arrestin-1 = kappa opioid receptor activators – cell-based, luminescence, uHTS, primary screen (AID 1777); KOR beta-arrestin recruitment, luminescence; higher % means a stronger effect; one-dose activation, % at 10 µM; EC50 in µM for titrated hits; 280,000 tested, 0.02% active; in the data active means activation above about 50%, passing the limit was not always enough; further: a part of the inactive calls stands beside numbers as strong as those of hits
# KOR beta-arrestin-2 = KOR antagonists, beta-arrestin recruitment, cell-based, luminescence, uHTS (AID 1778); 290,000 tested, 0.091% active; one-dose inhibition, % at 10 µM; IC50 in µM for titrated hits; KOR beta-arrestin recruitment, luminescence, antagonist mode; higher % means a stronger effect; in the data active means inhibition above about 50%; further: strong numbers were not always called active
# GPR35 antagonists = GPR35 antagonists blocking zaprinast-driven arrestin recruitment, primary screen, imaging, U2OS, beta-arrestin-GFP, zaprinast agonist (AID 2058); U2OS GPR35 beta-arrestin-GFP translocation imaging, zaprinast antagonism; higher % means a stronger effect; inhibition, % at 10 µM; hits with a dose series show IC50 in µM; 290,000 tested, 0.052% active;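 active means inhibition of at least 50% with at least 30 cells and total cytoplasm GFP at most 10,000,000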
# UTI89 phage lysis = inhibition of K1F phage lysis, E. coli UTI89, bacterial capsule biogenesis inhibitors, alamar blue (AID 488966); E. coli UTI89 K1F phage lysis, alamar blue, 2 h; higher % means a stronger effect; 340,000 tested, 0.02% active; inhibition, % at 100 µM, or IC50 in µM where a hit was titrated;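 active means phage lysis inhibition, versus mean bacterial control, above a set limit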;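 further: capsule biogenesis inhibitors block K1F phage lysis so surviving cells raise fluorescence; higher fluorescence means more inhibition of phage lysis; actives were called in the ten point dose series up to 300 µM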
# GPR55 activation = selective activators of receptor GPR55 – imaging, U2OS cells, beta-arrestin-GFP redistribution, primary screen (AID 1961); U2OS GPR55 beta-arrestin-GFP redistribution imaging; higher % means a stronger effect; activation, % at 10 µM; hits with a dose series show EC50 in µM; 290,000 tested, 0.048% active;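 active means activation above 40% with more than 50 cells counted in the well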;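 further: U2OS osteosarcoma cells stably expressing GPR55 and beta-arrestin-GFP; plate controls were DMSO negative control for no effect and LPI positive control for full effect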
# NTR1 agonist cell count 20 µM = recorded beside NTR1 agonist, whose call it bears; cell count; measured here: cell count, cytotoxicity flag
# Numbers without * were called inactive; . = no result given; [ ] = remark or other dose. Not all compounds are listed; count on the stated rates, not on these rows.
# Keys: A = NTR1 agonist; B = NTR1 agonist cell count 20 µM; C = GPR55 antagonists; D = NOD1 inhibition; E = Rac1 GTP hydrolysis; F = KOR beta-arrestin-1; G = KOR beta-arrestin-2; H = GPR35 antagonists; I = UTI89 phage lysis; J = GPR55 activation
Structure: N=c1n(CCO)c2ccccc2n1Cc1ccccc1
  A = -0.7	B = 55	C = 12.3%	D = 1.8%	E = -3.7%	F = -3.2%	G = -2.0%	H = 8.2%	I = 3.6%[50 µM]	J = -0.3%
Structure: Cc1nn(CC(C)C)c(Cl)c1C(=O)O
  A = -1.3	B = 70	C = 8.5%	D = -22.3%	E = -6.4%	F = -0.6%	G = 16.3%	H = 1.7%	I = -0.4%	J = -0.4%
Structure: N#CC1=C(N)Oc2c(c(=O)sc3ccccc23)C1c1ccncc1 (centres undefined)
  A = 1.1	B = 107	C = -0.7%	D = -10.9%	E = -4.2%	F = 1.3%	G = -52.6%	H = 2.9%	I = 0.3%	J = 0.2%
Structure: CCCCn1c(O)c(C(C)=Nc2ccc(OCC)cc2)c(=O)[nH]c1=O
  A = 2.8	B = 51	C = 11.3%	D = -21.4%	E = 5.2%	F = 5.6%	G = -10.6%	H = -5.0%	I = 1.0%	J = -0.2%
Structure: Oc1cccc2cccnc12
  A = .	B = .	C = -15.3%	D = 4.6%	E = .	F = -2.4%	G = 10.9%[20 µM]	H = -8.0%	I = .	J = -0.1%
Structure: COc1cc(OC)c(OC)cc1CNCCc1ccc(OC)c(OC)c1
  A = -0.6	B = 57	C = 25.0%	D = -18.2%	E = 18.8%	F = -2.0%	G = 32.3%	H = 8.4%	I = 2.6%	J = 0.5%
Structure: Cc1nnc2n1-c1ccc(Br)cc1C(c1ccccc1Cl)=NC2
  A = -1.4	B = 22	C = 4.8%	D = -7.3%	E = 5.3%	F = 1.6%	G = 16.9%	H = -11.9%	I = 0.2%	J = 0.1%

# Exported field by field: 3 of the compounds above
CCCCn1c(O)c(C(C)=Nc2ccc(OCC)cc2)c(=O)[nH]c1=O
  NTR1 agonist: 2.8; NTR1 agonist cell count 20 µM: 51; GPR55 antagonists: 11.3%; NOD1 inhibition: -21.4%; Rac1 GTP hydrolysis: 5.2%; KOR beta-arrestin-1: 5.6%; KOR beta-arrestin-2: -10.6%; GPR35 antagonists: -5.0%; UTI89 phage lysis: 1.0%; GPR55 activation: -0.2%
Oc1cccc2cccnc12
  NTR1 agonist: .; NTR1 agonist cell count 20 µM: .; GPR55 antagonists: -15.3%; NOD1 inhibition: 4.6%; Rac1 GTP hydrolysis: .; KOR beta-arrestin-1: -2.4%; KOR beta-arrestin-2: 10.9%[20 µM]; GPR35 antagonists: -8.0%; UTI89 phage lysis: .; GPR55 activation: -0.1%
COc1cc(OC)c(OC)cc1CNCCc1ccc(OC)c(OC)c1
  NTR1 agonist: -0.6; NTR1 agonist cell count 20 µM: 57; GPR55 antagonists: 25.0%; NOD1 inhibition: -18.2%; Rac1 GTP hydrolysis: 18.8%; KOR beta-arrestin-1: -2.0%; KOR beta-arrestin-2: 32.3%; GPR35 antagonists: 8.4%; UTI89 phage lysis: 2.6%; GPR55 activation: 0.5%

# Compound activity from PubChem.
